Screens deposited in PubChem BioAssay by National Center for Advancing Translational Sciences (NCATS).
D2 PAM – positive allosteric modulators of human D2 dopamine receptor. HEK293 T-REx D2, calcium flux, EC20 dopamine potentiation. potentiation, % at 10 µM. hit rate 0.34% among 340,000. P14416;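 active = potentiation over 3 SD above the plate norm, cut at about 30% in these data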; note: 0% is about no effect
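Tetracycline-induced Hek293 Trex D2 cells, force-coupled to calcium, loaded with no-wash calcium dye. Compound added with 180 s kinetic read for agonism, then EC20 dopamine and a further 180 s read for potentiation.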
Glioma ERSR ind – induces the endoplasmic reticulum stress response in human glioma cells | U87-MG GRP78 promoter luciferase reporter, 16 h | Potency, µM, for inactives: at the highest dose activation, usual class: activators | hit rate 0.02% among 420,000 | AID 602332; note: potency is the fitted concentration of half-maximal effect; series mostly up to about 76 µM; % of control where 0% means no effect; nearly all actives have a fitted effect of over 35% in size
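ERSR induction read as luciferase luminescence (Bright-Glo, 10 min at room temperature) in stably transfected human U87-MG glioma cells exposed to compounds for 16 h, using GRP78 as sensor.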
RXFP1 ag – activates the human relaxin receptor RXFP1. Q9HBX9. HEK293T-RXFP1 cAMP TR-FRET, 30 min; response scale: percent of porcine relaxin response, buffer zero. Potency, µM (titrated, usually from 57.5 µM), for the others: top-dose activation, hits mostly activators. hit rate 0.3% among 370,000. AID 2676; note: potency is the fitted concentration of half-maximal effect; % is set by controls: 0 for no effect and ±100 for the full control effect; nearly all actives have a fitted effect of over 60% in size; many of its hits are not listed in these tables
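HEK293T cells stably expressing RXFP1 were pretreated with the PDE4 inhibitor Ro 20174, exposed to compounds for 30 min at 37C, lysed, and cAMP was read by TR-FRET. Data normalized to buffer (basal) and 29 nM porcine relaxin (100%).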
D1 PAM – enhances dopamine response at the human D1 receptor; P21728; HEK293 TREx D1 cells, calcium flux, dopamine EC20 potentiation; potentiation, % at 10 µM; hit rate 0.036% among 360,000; in the data active = potentiation above about 30%; note: 0% is about no effect
Target sequence (P21728 whole entry, looked up): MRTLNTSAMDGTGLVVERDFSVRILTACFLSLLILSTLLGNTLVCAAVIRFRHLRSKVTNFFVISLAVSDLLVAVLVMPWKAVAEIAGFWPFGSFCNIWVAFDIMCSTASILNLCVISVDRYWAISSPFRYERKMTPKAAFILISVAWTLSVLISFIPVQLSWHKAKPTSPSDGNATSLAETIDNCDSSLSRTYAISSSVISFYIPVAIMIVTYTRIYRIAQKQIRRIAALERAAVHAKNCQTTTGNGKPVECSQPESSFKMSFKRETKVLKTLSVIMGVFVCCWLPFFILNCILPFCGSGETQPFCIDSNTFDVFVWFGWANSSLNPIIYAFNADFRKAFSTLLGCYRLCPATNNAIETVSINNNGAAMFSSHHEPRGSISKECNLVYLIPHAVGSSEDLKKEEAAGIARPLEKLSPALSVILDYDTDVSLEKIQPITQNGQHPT
D1 ag – human D1 receptor agonism | P21728 | HEK293 T-REx D1 cells, calcium flux, agonist mode | activation, % at 2 µM | hit rate 1% among 360,000 | AID 504660; in the data active = activation above about 30%; note: 0% is about no effect
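Tetracycline-induced HEK293 TREx D1 cells, force-coupled to calcium signalling, were dye-loaded with a no-wash calcium kit. Compound was pin-added after a 10 s baseline. Fluorescence was read kinetically at 1 cycle/s for 180 s, with calcium rises flagged as agonism.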
Vif-A3G inh – inhibitors of Vif-APOBEC3G interaction; Q9HC16; HeLa A3G-eYFP + Vif (tagged APOBEC3G with the HIV-1 protein that degrades it), YFP fluorescence, overnight; Potency, µM (series often up to 46.1 µM), inactives show at the top dose activity, negative = active, most hits filed as inhibitors; hit rate 0.076% among 410,000;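 note: potency is the fitted concentration of half-maximal effect; % is set by controls: 0 for no effect and ±100 for the full control effect; nearly all actives have a fitted effect of over 60% in size; hits raise eYFP signal because A3G escapes Vif-driven loss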
Target sequence (Q9HC16 whole entry, looked up): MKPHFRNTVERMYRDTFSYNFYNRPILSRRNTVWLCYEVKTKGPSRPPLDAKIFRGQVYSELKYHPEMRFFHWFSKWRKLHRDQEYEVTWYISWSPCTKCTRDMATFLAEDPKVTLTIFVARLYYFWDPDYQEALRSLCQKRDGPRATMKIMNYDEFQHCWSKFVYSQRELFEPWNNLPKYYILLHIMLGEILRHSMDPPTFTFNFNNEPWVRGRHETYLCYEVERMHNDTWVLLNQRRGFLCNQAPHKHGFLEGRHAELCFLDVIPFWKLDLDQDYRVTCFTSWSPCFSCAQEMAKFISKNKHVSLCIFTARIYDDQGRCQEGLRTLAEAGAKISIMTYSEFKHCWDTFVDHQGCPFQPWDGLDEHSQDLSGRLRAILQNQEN
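Read-out is eYFP fluorescence (Ex 488/Em 500-530) from Vif-expressing HeLa A3G-eYFP cells; more signal means A3G escaped Vif-mediated degradation. Cells plated overnight, compound pinned in, incubated overnight at 37 deg C.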
Vif-A3F inh – inhibitors of Vif-A3F interaction. HeLa A3F-eYFP + Vif (tagged APOBEC3F with the HIV-1 protein that degrades it), YFP fluorescence increase. hit rate 0.2% among 390,000. Potency, µM (top dose mostly 46.1 µM), without a hit: at the top dose activity, negative = active; note: potency is the fitted concentration of half-maximal effect; % of control where 0% means no effect; nearly all actives have a fitted effect of over 65% in size
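HeLa cells stably expressing A3F-eYFP plus Vif, plated and incubated overnight at 37 deg C, then exposed to compounds overnight at 37 deg C. Blocked degradation read as raised yellow fluorescence (Ex 488/Em 500-530).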
RXFP1 antagonist – antagonists of human relaxin receptor RXFP1; activity change, negative = inhibition, % at 57.5 µM; AID 1259400; HEK293-RXFP1, relaxin-stimulated cAMP HTRF, 30 min; hits give low values; hit rate 0.59% among 350,000;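 active = activity change of -60% or lower, but not beyond a set lower limit; inconclusive = change between -60% and -40%, or beyond the set limit; inactive = change above -40%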; note: % is set by controls: 0 for no effect and ±100 for the full control effect
D1 antagonist – antagonists of human D1 dopamine receptor; hit rate 3.2% among 360,000; P21728; activity change, negative = inhibition, % at 10 µM; HEK293 TREx D1 cells, calcium flux, dopamine EC80; hits give low values; in the data active = activity change below about -30%; note: % is set by controls: 0 for no effect and ±100 for the full control effect
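Tetracycline-induced HEK293 Trex D1 cells, force-coupled to calcium, dye-loaded; compounds added and read 180 s, then EC80 dopamine added and calcium flux tracked kinetically another 180 s.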
The depositor's hits bear a star; u = inconclusive; x = not tested or not shown. Unless noted, calls come from the whole dose curve; as a rule, active = well fitted curve in the direction sought with a large enough effect; inconclusive = small, poorly fitted or top-dose-only effect, or another doubt; inactive = no such curve, though single readings can be large; an effect the other way counts as inactive or inconclusive. Not all compounds are listed; rates above refer to the full screens.

SMILES | D2 PAM | Glioma ERSR ind | RXFP1 ag | D1 PAM | D1 ag | Vif-A3G inh | Vif-A3F inh | RXFP1 antagonist | D1 antagonist
CCOc1ccc(NC(=O)c2cc3ccccc3cc2O)cc1 | -5 | 3% | 3.2% | -2 | 1 | -12% | -1% | -5 | 7
Cc1ccc(C(=O)c2c(NC(=O)c3ccncc3)sc3c2CCCC3)cc1 | 5 | -5% | 7.3% | 9 | 2 | 1% | 5% | -6 | 12
NC(=O)c1nnsc1-c1ccc(-c2snnc2C(N)=O)cc1 | -7 | -1% | 9.4% | 1 | 2 | 2% | -2% | 9 | 7
Cc1cc(C)n(C(=O)C(C)N2C(=O)c3ccccc3C2=O)n1 (centres undefined) | 31* | -2% | 0.8% | -8 | 2 | 1% | -17% | 4 | -7
O=C(Nc1ccc(Br)cc1F)c1cc(S(=O)(=O)NCc2ccc(F)cc2)ccc1F | -3 | -6% | 6.1% | -2 | -1 | 4% | -2% | -12 | -23
CN(CC(=O)NCc1ccccn1)S(=O)(=O)c1ccc(F)cc1 | -6 | -2% | 1.0% | -8 | 1 | -3% | 9% | -10 | 4
Cn1c(N)c(C(=O)CSc2nnc3n2CCCCC3)c(=O)n(C)c1=O | x | -4% | x | x | x | -3% | 7% | -11 | x
CCN(CC)S(=O)(=O)N1CCC(C(=O)NCc2ccc3c(c2)OCO3)CC1 | -8 | 1% | 1.8% | -8 | 1 | 2% | u | 5 | -28
Cc1ccc(NC(=O)c2cnc(SCC(=O)NCC3CCCO3)n(C)c2=O)cc1C (centres undefined) | 4 | -4% | 6.8% | 0 | 2 | -15% | 5% | 1 | -20
O=C(Cc1cccs1)Nc1cccc(-c2nnc(-c3ccco3)o2)c1 | x | -3% | -1.1% | 0 | 4 | 2% | -6% | 7 | -8

2 records picked at random from those above, as already listed:
SMILES | D2 PAM | Glioma ERSR ind | RXFP1 ag | D1 PAM | D1 ag | Vif-A3G inh | Vif-A3F inh | RXFP1 antagonist | D1 antagonist
CCN(CC)S(=O)(=O)N1CCC(C(=O)NCc2ccc3c(c2)OCO3)CC1 | -8 | 1% | 1.8% | -8 | 1 | 2% | u | 5 | -28
Cn1c(N)c(C(=O)CSc2nnc3n2CCCCC3)c(=O)n(C)c1=O | x | -4% | x | x | x | -3% | 7% | -11 | x

(listing goes on)
SMILES | D2 PAM | Glioma ERSR ind | RXFP1 ag | D1 PAM | D1 ag | Vif-A3G inh | Vif-A3F inh | RXFP1 antagonist | D1 antagonist
COc1ccc(NC(=O)C2CCCN(C(=O)Nc3ccc(F)cc3)C2)cc1 (centres undefined) | -2 | 2% | 3.3% | 0 | 0 | -4% | 8% | 0 | -4
C=CCNC(=S)Nc1cccc([N+](=O)[O-])c1 | 11 | -12% | -1.9% | -5 | 29 | 1% | 1% | 8 | -10
COc1ccc(CN(C)S(=O)(=O)c2nnc(NC(=O)c3ccccc3)s2)cc1OC | -10 | -2% | u | -5 | 9 | 1% | -3% | 2 | -5
Cc1ccc(NC(=O)COC(=O)Cc2c[nH]c3ccccc23)cc1F | -9 | -3% | -0.1% | -3 | 9 | -1% | -10% | -18 | -20
COc1ccc(C2=NOC(C(=O)N3CCCc4ccccc43)C2)cc1 (centres undefined) | -26 | 3% | -0.7% | 1 | 5 | 4% | -6% | 7 | -9
CCN(C(=O)c1cccc(S(=O)(=O)N2CCCCC2)c1)C1CCS(=O)(=O)C1 (centres undefined) | 0 | -3% | 1.6% | 10 | 3 | 0% | -8% | -10 | 18
Cc1ccc(CN(C(=O)COc2cccc([N+](=O)[O-])c2)c2ccccn2)o1 | 21 | -1% | -0.1% | -1 | -3 | -14% | -11% | x | 1
O=C(NCc1ccc(F)cc1)c1cnc2n(c1=O)CCS2 | 13 | -4% | 1.8% | -3 | 1 | 3% | 3% | x | -37*
CCCCn1c(N)c(N(C)C(=O)c2cc3c(s2)CCCCC3)c(=O)[nH]c1=O | -7 | -1% | 0.0% | -3 | 2 | 3% | -1% | 4 | 44
NCCCCCc1nnc(SCC(N)=O)o1 | -8 | -1% | 2.5% | -2 | 1 | 0% | 2% | -16 | -4
Cc1ccc(S(=O)(=O)N(C)C)cc1NC(=O)CN1C(=O)NC2(CCc3ccccc32)C1=O (centres undefined) | x | -2% | x | x | x | 0% | -7% | 1 | x
N#Cc1c(N2CCCC2)ccc(Br)c1Cl | 2 | -3% | 0.4% | -1 | 2 | -7% | -12% | -3 | 3
O=C(Nc1ccc(F)cc1)c1cc2cc3ccc(Cl)cc3nc2o1 | -2 | 1% | 17% | 5 | 1 | 6% | -8% | x | -9
Cc1ccc(-c2noc(CN(C(=O)c3ccc4c(c3)OCO4)C(C)C)n2)cc1 | 11 | -1% | -0.2% | -7 | 0 | 2% | -8% | -1 | -4
CCCOC(=O)c1cc(=O)[nH]c2ccccc12 | -5 | -3% | 3.8% | -6 | 2 | -1% | -1% | -9 | 25
O=C(Nc1ccccc1C(=O)OCc1nnc(-c2ccccc2)o1)c1ccco1 | 1 | 2% | 2.5% | -4 | 2 | -4% | -3% | 0 | -5
CC1CCc2c(sc(NC(=O)Cn3cnc([N+](=O)[O-])n3)c2C(N)=O)C1 (centres undefined) | 3 | -4% | 4.9% | 6 | 0 | 2% | 3% | 0 | 7
CCCCNc1ccc(C(CC(N)=O)NC(=O)Cc2cccc3ccccc23)cc1[N+](=O)[O-] (centres undefined) | -5 | -3% | -2.8% | -5 | 6 | 3% | 1% | x | -17
O=C1c2ccccc2C(=O)N1Cc1nc(-c2ccccn2)no1 | -3 | 2% | 2.8% | -9 | 1 | 1% | 0% | -1 | -5
Cc1nc2ccc(NC(=O)Cc3cccs3)cc2s1 | 13 | 1% | -1.0% | 1 | 1 | -7% | 3% | -15 | -4
Nc1cc2c(cc1C(=O)c1ccccc1F)OCCO2 | -4 | -4% | 0.7% | -4 | 2 | -11% | 2% | -1 | -29
CCOc1ccccc1NC(=O)N1CCN(S(C)(=O)=O)CC1 | -1 | -4% | 0.2% | -6 | 2 | -1% | 0% | -12 | -9
CCN(Cc1nc2ccccc2c(=O)[nH]1)Cc1nc2ccsc2c(=O)[nH]1 | 13 | -3% | u | -12 | -1 | -1% | u | 0 | -8
Cc1ccccc1C(=O)N1CCC(C(=O)N2CCN(Cc3ccc4c(c3)OCO4)CC2)CC1 | x | -4% | x | x | x | 2% | 7% | 1 | x
CCCCC(CCC(=O)NNC(=O)Cc1ccccc1)C(=O)O (centres undefined) | -4 | -1% | 3.6% | -2 | 3 | -5% | -11% | -5 | -6
CC(C)[C@H](NC(=O)N1CCn2c1nc1ccccc12)C(=O)NCc1ccco1 | -5 | 2% | 4.0% | -1 | 1 | -3% | 8% | 22 | 13
O=C(CNC(=O)c1ccc(S(=O)(=O)N2CCCCC2)cc1)N/N=C/c1ccco1 | -1 | -3% | 3.5% | -2 | 2 | u | 9% | 5 | -2
O=c1oc(-c2ccc(Cl)cc2[N+](=O)[O-])nc2ccccc12 | x | 4% | x | x | x | 1% | -8% | 13 | x
CCC(C)(C)C1CCC2(CC1)NC(=O)N(CC(=O)Nc1nc(-c3ccc(C)cc3)cs1)C2=O (centres undefined) | 2 | -1% | -0.5% | 0 | 1 | 0% | -8% | -12 | 4
Brc1ccccc1CN1CCC(N2CCCCC2)CC1 | -2 | -4% | 2.5% | 2 | 7 | 1% | -1% | 8 | -3
CN(C)/C=C/C(=O)c1cc(N2CCOCC2)ccc1[N+](=O)[O-] | x | -1% | -1.3% | -3 | 3 | 2% | -3% | -19 | 22
O=C(NCc1ccc2c(c1)OCO2)c1cc(=O)[nH]c2ccccc12 | x | -4% | -2.4% | -2 | 4 | 1% | -4% | -4 | 7
CCCCNc1ccc(S(=O)(=O)c2cccc([N+](=O)[O-])c2)cc1[N+](=O)[O-] | -3 | -3% | -0.6% | -5 | 5 | 0% | 3% | 0 | -19
CC1(C)CC(=O)c2cc(OCC(=O)N3CCCCCC3)ccc2O1 | 0 | 3% | 4.6% | -1 | 4 | -1% | -29% | 10 | -2
Cc1c(/C=N\NC(=O)C2(C)CC2(Cl)Cl)cnn1C (centres undefined) | -11 | -3% | 3.6% | -3 | 2 | 2% | 2% | x | 0
Cc1ccccc1N1CCN(C(=O)CCN2C(=O)c3ccccc3C2=O)CC1 | x | 1% | -1.4% | x | x | 1% | -4% | 10 | x
C=CCn1c(=O)c(C(=O)NCc2ccc3c(c2)OCO3)c(O)c2ccccc21 | -2 | -5% | 23% | -9 | 9 | 0% | -2% | -10 | 7
COc1cc(OC)cc(-c2nnc(NC(=O)c3ccc4c(c3)OCCO4)o2)c1 | -6 | u | 2.1% | -6 | 3 | -3% | -15% | 7 | -4

Structures listed so far that have a furan ring, fused or not, in the order listed:
SMILES | D2 PAM | Glioma ERSR ind | RXFP1 ag | D1 PAM | D1 ag | Vif-A3G inh | Vif-A3F inh | RXFP1 antagonist | D1 antagonist
O=C(Cc1cccs1)Nc1cccc(-c2nnc(-c3ccco3)o2)c1 | x | -3% | -1.1% | 0 | 4 | 2% | -6% | 7 | -8
Cc1ccc(CN(C(=O)COc2cccc([N+](=O)[O-])c2)c2ccccn2)o1 | 21 | -1% | -0.1% | -1 | -3 | -14% | -11% | x | 1
O=C(Nc1ccc(F)cc1)c1cc2cc3ccc(Cl)cc3nc2o1 | -2 | 1% | 17% | 5 | 1 | 6% | -8% | x | -9
O=C(Nc1ccccc1C(=O)OCc1nnc(-c2ccccc2)o1)c1ccco1 | 1 | 2% | 2.5% | -4 | 2 | -4% | -3% | 0 | -5
CC(C)[C@H](NC(=O)N1CCn2c1nc1ccccc12)C(=O)NCc1ccco1 | -5 | 2% | 4.0% | -1 | 1 | -3% | 8% | 22 | 13
O=C(CNC(=O)c1ccc(S(=O)(=O)N2CCCCC2)cc1)N/N=C/c1ccco1 | -1 | -3% | 3.5% | -2 | 2 | u | 9% | 5 | -2
